Lmaj promast = Leishmania major promastigote growth inhibition; inhibition, % at 10 µM; AID 1063; Leishmania major promastigotes, resazurin fluorescence viability; actives 9% (n = 200,000); in the data active = inhibition above about 50%;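 note: promastigotes grown with compound for 44 hours at 28 °C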
ROMK primary = modulators of human ROMK potassium channel | Tet-inducible ROMK, thallium flux fluorescence; actives lie on both sides | actives 2% (n = 130,000) | AID 1918 | P48048 | B-score at 10 µM;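 active = signal ratio slope over the read window, or its plate-corrected B-score, at least 3 SD from the plate mean, either direction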;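 note: B-score of the F/F0 ratio slope over 7 to 12 s after thallium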
Target sequence (P48048 whole entry, looked up): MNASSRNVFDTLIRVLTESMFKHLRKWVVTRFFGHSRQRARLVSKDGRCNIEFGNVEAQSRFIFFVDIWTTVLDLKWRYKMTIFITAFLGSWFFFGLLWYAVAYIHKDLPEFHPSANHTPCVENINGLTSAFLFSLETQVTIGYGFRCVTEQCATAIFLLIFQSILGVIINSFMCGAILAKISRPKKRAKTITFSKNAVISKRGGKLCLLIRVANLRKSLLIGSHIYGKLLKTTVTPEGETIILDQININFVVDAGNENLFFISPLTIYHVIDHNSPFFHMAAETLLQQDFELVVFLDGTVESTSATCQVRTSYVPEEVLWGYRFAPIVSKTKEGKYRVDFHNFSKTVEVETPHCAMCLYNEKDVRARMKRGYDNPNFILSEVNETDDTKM
Redox H2O2 prof = compounds producing H2O2 with reducing agent – biochemical, NIH compound library profiling, artefact control for MLSCN library redox annotation, primary screen. DTT-dependent redox cycling H2O2, phenol red/HRP absorbance; 100% = 100 µM peroxide control, 0% = buffer. activation, % at 10 µM. actives 0.03% (n = 200,000). AID 878;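 active = activation of at least 50% relative to the plate's high and low controls in the primary single-dose screen; inactive = activation below 50%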;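 note: compound incubated with DTT at 0.8 mM final as the reducing agent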
S1P3 antagonist = S1P3 (human) receptor antagonism | Q99500 | inhibition, % at 4.98 µM | actives 0.27% (n = 170,000) | AID 485 | CHO S1P3 NFAT-BLA reporter, FRET fluorescence, antagonist mode;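 active = inhibition above the plate cutoff, the mean inhibition of test wells on that plate plus 3 SD, cut at about 28% in these data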;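 note: cells challenged with S1P at its EC80 of 0.8 µM; blue over green emission ratio from cleaved BLA substrate after 4 h stimulation; 0% = S1P-stimulated wells and 100% = unstimulated DMSO-only wells; some compounds past the cut are filed as inactive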
Target sequence (Q99500 whole entry, looked up): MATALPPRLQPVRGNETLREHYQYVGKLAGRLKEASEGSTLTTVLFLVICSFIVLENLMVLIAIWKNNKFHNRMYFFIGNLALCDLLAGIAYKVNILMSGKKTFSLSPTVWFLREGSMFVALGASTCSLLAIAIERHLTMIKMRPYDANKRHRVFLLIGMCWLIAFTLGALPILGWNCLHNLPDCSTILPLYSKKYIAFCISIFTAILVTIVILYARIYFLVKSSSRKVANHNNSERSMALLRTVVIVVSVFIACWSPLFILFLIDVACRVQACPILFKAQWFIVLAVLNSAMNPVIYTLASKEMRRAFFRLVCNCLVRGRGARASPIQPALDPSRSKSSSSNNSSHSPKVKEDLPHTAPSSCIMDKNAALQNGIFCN
RAM inhibit = inhibitors of the yeast RAM network; S. cerevisiae dse1pr::URA3 reporter, 5-FOA growth OD615, 2 d; analog-sensitive cbk1-as2 kinase mutant strain; inhibition, % at 50 µM; actives 1.8% (n = 190,000);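 active = inhibition above a set limit, 3 SD over mean compound inhibition, cut at about 8.4% in these data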;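 note: 0% = DMSO-only wells with no growth and 100% = 10 µM 1-NA-PP1 full growth; inhibition rescues growth on 5-FOA so higher OD means more RAM inhibition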
bIAP inhibitor = intestinal alkaline phosphatase (bovine) inhibition; AID 1019; 190,000 tested, under 10 active; inhibition, % at 20 µM; purified bovine IAP, CDP-star luminescence, 30 min;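 active = over 50% inhibition of intestinal alkaline phosphatase at 20 µM in the single-dose screen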
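Incubation: 30 min reaction at room temperature / Material: purified bovine intestinal alkaline phosphatase (IAP) enzyme / Input: enzyme at 1/65,000,000 dilution / Dosing: 20 µM single dose / Signal: CDP-star luminescence signal / Reagent: CDP-star chemiluminescent phosphatase substrate, 30 µM final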
SRC2 TRFRET art = counter-screen for PPARgamma SRC-2 recruitment agonists: TR-FRET artefact | active compounds read high | actives 0.4% (n = 200,000) | TR-FRET ratio at 8 µM | AID 1049; in the data active = TR-FRET ratio above about 2000; note: inactives centre near 1500; reference of the scale not given here
PPARg SRC-1 ag = agonists of human PPARgamma SRC-1 coactivator recruitment. P37231. PPARgamma-SRC-1 coactivator recruitment biochemical assay. activation, % at 8 µM. actives 0.41% (n = 200,000); in the data active = activation above about 19%;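 note: 0% = DMSO and 100% = reference agonist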
PPARg SRC-2 ag = promotes SRC-2 coactivator recruitment by human PPARgamma. activation, % at 8 µM. AID 1032. PPARgamma LBD-SRC-2 recruitment, biochemical. actives 0.34% (n = 200,000); in the data active = activation above about 22%;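 note: 0% = vehicle and 100% = reference agonist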
HMGR II inh = inhibitors of class II HMG-CoA reductase from Enterococcus faecalis; inhibition, % at 10 µM; actives 0.41% (n = 190,000); purified E. faecalis HMGR, NADPH absorbance 340 nm kinetic;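 active = inhibition above a set limit, the median over all tested compounds plus 3 SD, cut at about 9.5% in these data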;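 note: enzyme runs in reverse so mevalonate oxidation gives rising NADPH absorbance; 0% = complete reaction with DMSO and 100% = background rate lacking mevalonate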
PPARg SRC-3 ag = PPARgamma-driven SRC-3 recruitment agonism; AID 731; activation, % at 8 µM; biochemical PPARgamma/SRC-3 coactivator recruitment assay; P37231; actives 0.26% (n = 200,000); in the data active = activation above about 23%;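 note: 0% = DMSO and 100% = reference agonist; some compounds past the cut are filed as inactive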
Numbers without * were called inactive; nt = no result given. The list is partial; rates above refer to the full screens.

SMILES	Lmaj promast	ROMK primary	Redox H2O2 prof	S1P3 antagonist	RAM inhibit	bIAP inhibitor	SRC2 TRFRET art	PPARg SRC-1 ag	PPARg SRC-2 ag	HMGR II inh	PPARg SRC-3 ag
O=C(COc1ccc(Cl)cc1)N1CCN(Cc2ccccc2)CC1	39	-0.25	-0.2	16	-0.1	1	1542	5	7	-2	-2
Oc1c(Cl)cc(Cl)cc1CN1CCN(Cc2ccccc2)CC1	29	nt	1.7	30	0.6	-2	1370	-4	-5	1	-2
CC(c1ccccc1)(c1ccccc1)c1ccncc1	19	-0.22	-0.5	-5	-1.0	-1	1611	1	0	-8	-1
COc1ccc(C2=NCC(=O)N(CC(=O)NCc3ccco3)c3sc4c(c32)CCCC4)cc1	0	0.58	-0.7	5	0.5	-1	1526	4	2	-8	4
Cc1nn(Cc2ccccc2)c(Cl)c1C(=O)OC(C)C(=O)Nc1ccc(F)cc1Cl (stereo unspecified)	-2	0.048	0.0	9	6.2	11	1548	0	5	-5	0
O=c1[nH]c(=O)n(CCC2=CCCCC2)c(O)c1C=NC1CCN(Cc2ccccc2)CC1	83*	-2.3	-0.8	28	0.9	-2	1720	7	4	0	6
CCOC(=O)c1c(C)n(Cc2ccco2)c2c1cc(O)c1ccccc12	-3	1.3	-0.1	nt	4.6	8	1580	3	8	0	9
CCC(=NCCC(c1ccccc1)c1ccccc1)c1c(O)[nH]c(=O)[nH]c1=O	72*	-0.15	0.1	11	2.0	19	1751	-8	-7	5	0
CC12CCCCC1=[N+]([O-])CN2O (stereo unspecified)	-2	nt	2.5	-61	1.1	8	1404	-4	-8	-7	-5
O=C(c1ccc2c(c1)ncn2C1CCCCC1)N1CCC2(CC1)OCCO2	2	2.4*	-3.4	18	0.6	2	1759	-4	4	-5	5
O=c1[nH]c(=S)n(-c2ccccc2F)c(O)c1C=Nc1ccc(N2CCOCC2)cc1	6	nt	0.3	-8	1.4	6	1662	11	13	-3	8
CCCCCCn1c(O)c(C=NC2CCN(Cc3ccccc3)CC2)c(=O)[nH]c1=O	54*	0.026	0.5	nt	0.6	-4	1479	-5	-4	2	-7
CCOP(=O)(OCC)C(NC(=O)c1ccc(C)cc1)=C(Cl)Cl	28	nt	-0.8	-23	-0.4	20	1720	-3	1	-3	-3
COc1ccc(C2NCc3ccc4c(c3-n3cccc32)OCO4)cc1O (stereo unspecified)	74*	nt	2.6	14	-0.2	-4	1579	-7	0	-4	1
CSc1ccc(C(c2c(O)c3ccccc3oc2=O)c2c(C)n(C)n(-c3ccccc3)c2=O)cc1 (stereo unspecified)	-13	-0.69	-0.1	-13	8.2	0	1327	-5	4	-4	2
Cn1c(O)c(C=Nc2ccccc2Sc2ccccc2)c(=O)n(C)c1=O	-2	0.0073	-0.2	-3	2.3	5	1583	9	0	3	2
O=C1CC(N2CC=C(c3ccc(F)cc3)CC2)C(=O)N1c1ccc(F)cc1 (stereo unspecified)	3	nt	1.9	nt	4.8	4	1455	10	1	-6	-3
Cc1ccc(N2C(=O)/C(=C/N3CCN(C(=O)c4ccco4)CC3)C(=O)NC2=S)cc1C	-2	0.65	-4.3	nt	0.5	5	1641	0	6	2	3
Fc1ccc(CNCCc2ccccc2F)cc1	5	nt	-0.1	-37	-0.2	-11	1655	-1	2	-8	-2
CCN1CCN(c2cc(N3CCCC3)c(F)cc2[N+](=O)[O-])CC1	71*	nt	0.0	2	0.5	4	1752	2	14	-2	4

Compound profiles, from the list above. Values in the order: Lmaj promast | ROMK primary | Redox H2O2 prof | S1P3 antagonist | RAM inhibit | bIAP inhibitor | SRC2 TRFRET art | PPARg SRC-1 ag | PPARg SRC-2 ag | HMGR II inh | PPARg SRC-3 ag
`CCN1CCN(c2cc(N3CCCC3)c(F)cc2[N+](=O)[O-])CC1` is listed with 71* | nt | 0.0 | 2 | 0.5 | 4 | 1752 | 2 | 14 | -2 | 4
`CC(c1ccccc1)(c1ccccc1)c1ccncc1` is listed with 19 | -0.22 | -0.5 | -5 | -1.0 | -1 | 1611 | 1 | 0 | -8 | -1
`CCC(=NCCC(c1ccccc1)c1ccccc1)c1c(O)[nH]c(=O)[nH]c1=O` is listed with 72* | -0.15 | 0.1 | 11 | 2.0 | 19 | 1751 | -8 | -7 | 5 | 0

Remaining list, next part:
SMILES	Lmaj promast	ROMK primary	Redox H2O2 prof	S1P3 antagonist	RAM inhibit	bIAP inhibitor	SRC2 TRFRET art	PPARg SRC-1 ag	PPARg SRC-2 ag	HMGR II inh	PPARg SRC-3 ag
Cn1c(O)c(C(=NCCN2CCCCC2)c2ccccc2Cl)c(=O)n(C)c1=O	-7	nt	-2.6	-12	0.6	5	1427	0	-3	-2	-1
COc1ccccc1N1C(=O)NC(=O)/C(=C/c2ccc3c4c(cccc24)CC3)C1=O	-1	nt	0.1	-1	-0.5	-2	1506	0	10	-5	4
C=CCn1c(O)c(C(C)=NCCN2CCOCC2)c(=O)[nH]c1=O	1	nt	-0.6	3	-0.5	-5	1618	0	-1	1	10
CN(C)C(Cc1ccccc1)C(=O)c1cccs1 (stereo unspecified)	10	1	0.3	1	1.0	-5	1485	6	-9	-13	1
O=c1[nH]c(O)c(N=Nc2cc([N+](=O)[O-])ccc2O)c(=O)[nH]1	-5	nt	1.4	-11	1.7	43	1779	14	5	-2	8
O=C(c1ccc2c(=O)n(Cc3ccc4c(c3)OCO4)c(=S)[nH]c2c1)N1CCC2(CC1)OCCO2	33	0.48	-0.5	nt	1.5	3	1641	9	-4	0	0
O=C(CN1CCCCC1)NCC(=O)Nc1ccc(Br)cc1C(=O)c1ccccc1	29	nt	-4.7	nt	0.7	-2	1468	-2	13	2	11
CN1c2ccc([N+](=O)[O-])cc2CC2(C(=O)NC(=O)N(c3ccc(Br)cc3)C2=O)C1c1ccccc1 (stereo unspecified)	75*	nt	0.3	-14	5.8	5	1534	1	-3	-3	-6
CNC(=O)N(C)c1nnc(C(C)(C)C)s1	2	-0.023	-0.1	nt	-0.1	0	1499	-2	-2	-1	-9
CCCCOCCCn1c(N)c(C(=O)OCCOC)c2nc3ccccc3nc21	28	-2.2	-3.3	nt	0.3	-13	1694	4	9	-4	1
Cc1ccc(C)c(NC2=NCCCS2)c1	12	nt	2.6	5	0.8	5	1499	6	9	-3	11
COC(=O)[C@]1(C)C[C@H]1[C@H](NP(=O)(c1ccccc1)c1ccccc1)c1ccccc1	5	1.1	0.0	3	0.9	6	1435	3	2	-5	-2
O=C(c1cn(Cc2ccccc2)c2ccccc12)C1CC1	5	0.46	-0.3	7	0.9	4	1578	2	4	-3	3
O=c1[nH]c(=O)n(-c2cccc3ccccc23)c(O)c1/C=N/N1CCCCC1c1cccnc1 (stereo unspecified)	25	nt	0.0	-1	1.8	30	1623	7	-2	-12	2
CCCCCCNc1nc(OC)nc(N2CC3CC(C2)c2cccc(=O)n2C3)n1 (stereo unspecified)	-4	-0.22	0.2	3	0.7	-8	1536	1	1	-2	4
COc1ccc(CN2CCN(C(=O)COc3cccc(C)c3)CC2)c(OC)c1	62*	-1.1	1.7	-8	2.1	2	1532	9	9	-2	8
O=C(c1ccccc1)C(CN1CCCC1)c1ccccc1 (stereo unspecified)	100*	-0.64	0.0	-4	2.9	1	1463	1	-1	2	-1
COc1ccc(OCC(=O)N2CCN(Cc3ccc4c(c3)OCO4)CC2)cc1	64*	-1.4	-0.1	14	1.4	-1	1580	-2	0	0	2
COc1ccccc1-n1c(O)c(C=NCCN2CCNCC2)c(=O)[nH]c1=O	3	nt	0.3	nt	-0.5	-14	1734	1	7	1	8
Cc1ccc2c(c1)C1CN(C)CCC1N2C(=O)Nc1cccc(Cl)c1 (stereo unspecified)	20	nt	-0.1	nt	-0.1	-9	1681	-4	4	5	3
CCOP(=O)(OCC)C(NC(=O)c1ccccc1)C(Cl)(Cl)Cl (stereo unspecified)	-1	nt	-0.1	-13	-0.5	3	1477	5	-1	1	1
N/C(=N\[N+](=O)[O-])N1CCN(C(=O)c2ccccc2)CC1	2	-0.66	-0.5	-23	-1.1	5	1329	6	-8	-7	-4
Clc1ccc(OCC#CCN2CCCC2)cc1	13	-0.77	0.0	5	2.1	5	1448	0	0	-4	-2
Oc1ccc(CC2CC3CCN2CC3)cc1O (stereo unspecified)	-3	nt	-0.7	26	-0.1	-6	1460	-2	9	-2	8
COc1ccc(/C=N\N=C(N)N)cc1	4	0	-0.5	-9	-0.3	-6	1681	-2	1	1	1
Cc1ccc(C(O)(C(=O)NNC(=O)CN2CCN(C)CC2)c2ccc(C)cc2)cc1	-6	0.0011	-0.1	8	2.6	10	1531	0	7	-2	0
CCOC(=O)C(O)(c1ccc(N=Cc2ccccc2O)c(C)c1)C(F)(F)F (stereo unspecified)	-7	-1	-0.1	-15	0.4	-18	1426	3	2	0	-6
CC(C)(C)NC(=O)NC(=O)CN1CC=C(c2ccccc2)CC1	-3	-0.42	-2.0	-5	-0.1	-3	1649	-1	6	-2	0
COc1ccc(CCn2c(O)c(C=NCCCn3ccnc3)c(=O)[nH]c2=O)cc1OC	4	0.18	0.1	nt	0.3	2	1730	-6	1	14*	4
Cc1ccc2nc(N3CCN(C)CC3)[nH]c2c1	-4	nt	3.0	-53	-0.9	5	1568	3	3	-2	1
CCCNC(=O)N1CCC2(CC1)OCCO2	-5	0.89	1.7	-14	1.5	-18	1521	4	-1	-8	-2
CC(=O)Nc1nc(CCl)cs1	-4	0.92	-0.6	-8	0.2	-17	1587	-1	-2	2	3
COc1cc(-n2c(=S)[nH]c3ccccc3c2=O)c(Cl)cc1Cl	5	nt	1.7	nt	3.0	1	1677	7	8	8	18
CC1=NOC2(C)Nc3ncnn3C(c3ccccc3)C12 (stereo unspecified)	1	0.59	0.0	nt	0.4	7	1280	1	-6	-3	-2
Cc1ccc(-c2nc3ccc(Cl)cc3n2OC(=O)N(C)C)cc1	16	0.52	0.3	nt	3.6	1	1607	3	-3	-5	10
O=C(c1ccc(Cl)cc1)C1CCCN(Cc2ccc3c(c2)OCCO3)C1 (stereo unspecified)	92*	-0.011	-0.1	-1	0.4	15	1608	3	2	-3	3
CC1(C)CN=C(Nc2nc3ccccc3s2)S1	8	nt	-1.4	-2	0.9	-5	1617	0	10	2	14
CC(Cc1ccccc1)NC(=O)Cc1ccc(N(C)C)cc1 (stereo unspecified)	-3	1.1	0.0	-34	-0.5	18	1498	-4	2	11*	1
Cc1cccc(C)c1OP(N)(=O)OCC(F)(F)F (stereo unspecified)	68*	-0.081	nt	5	-0.5	4	1284	-14	-8	0	-7
CC(C(=O)c1ccc2ccccc2c1)N1CCCCC1 (stereo unspecified)	40	-0.45	-0.8	-15	2.2	-14	1681	-1	7	-4	6
Cc1ccc(C2(O)CC(C)N(C)CC2C)cc1 (stereo unspecified)	88*	nt	0.2	-17	8.1	3	1663	-1	9	1	2
O=C(CN1CC=C(c2ccccc2)CC1)NC(=O)NCc1ccco1	-5	nt	1.6	-23	0.4	3	1463	-1	2	-1	0

Source: PubChem BioAssay
